From PubChem BioAssay
Lipid storage S3 – qHTS Assay for Lipid Storage Modulators in Drosophila S3 Cells; Drosophila S3 cells, BODIPY lipid droplet fluorescence, 18-24 h; cells fed with added oleic acid; lipid storage change, negative = inhibition, % at the top dose, mostly 46.1 µM; hits show Potency in µM; 0.64% of 320,000 active; active means well fitted inhibition curve with a large enough effect in the signal ratio, with a control signal flat, not every such curve was filed as active; inconclusive means small, poorly fitted or top-dose-only effect, or effect the other way, or a change in a side signal; the % refers to the signal ratio
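Drosophila S3 cells loaded with oleic acid (400 uM, as added) and compounds at several concentrations; lipid droplets imaged by 488-nm laser-scanning cytometry, 500–530 nm intensity and object ratio to cell channel. Percent activity normalized to 20 uM Triacsin C.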
Lipid storage S3 cell count max – recorded beside Lipid storage S3, whose call it bears; cell number change, %; measured here: cell count max response;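 cells counted by Cell Tracker Red CMTPX staining in the red channel; peak over a dose series mostly up to 46.1 µM; percent activity relative to internal control wells on each plate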
* marks the source's active call; other numbers are inactive results; i = inactive; ? = inconclusive; nt = not tested or not shown; [ ] = dose if it differs, or a comment. On the % scale 0 is the no-effect control and ±100 the full control effect; potency means the concentration at half of the fitted maximal effect. These rows are one share of the data; the hit share may differ from the screen's.

Results follow in this order: Lipid storage S3 | Lipid storage S3 cell count max
> O=C(NCc1ccco1)c1cccc(NC(=O)c2ccccc2)c1
→ ? | nt
> CN(C)CCN1C(=O)c2oc3ccccc3c(=O)c2C1c1ccccc1 (stereo not given)
→ -2% | -2
> CSCc1c(C(=O)Nc2ccccc2N2CCOCC2)oc2ccccc12
→ ? | nt
> CCOc1ccc(-c2nonc2NC(=O)c2ccco2)cc1OCC
→ i | -11
> CC(=O)Nc1c(C(=O)c2ccccc2)oc2ccccc12
→ ? | nt
> O=c1cc(O)n(-c2ccc(Cl)cc2)c(=S)[nH]1
→ ? | nt
> Cc1ccc(CC(=O)O/N=C(\N)Cc2ccc([N+](=O)[O-])cc2)cc1
→ ? | nt
> COc1cc(/C=C/C(=O)N2CCN(c3ccccn3)CC2)cc(OC)c1OC
→ 16µM* | -26*
> CCc1ccc(N(C(=O)CNC(=O)c2ccco2)C(C(=O)NC2CCCC2)c2cccnc2)cc1 (stereo not given)
→ ? | nt
> C[C@H]1CN=C(N(C)C)N1CC1CCCCC1
→ ? | nt
> CN1CCc2c(c3c(n2C)CCN(C)[C@@H]3c2cccnc2)[C@H]1c1cccnc1
→ ? | -15
> NC1=NC(=O)/C(=C\c2cccs2)S1
→ ? | nt
> C=CCNC(=O)c1c(C(F)(F)F)nn(C)c1Cl
→ 19% | -2
> CCN(CC)S(=O)(=O)c1ccc(C(=O)NCCCN=C2NS(=O)(=O)c3ccccc32)cc1
→ 3% | 17
> COC(=O)NC1CSCC1OC(=O)c1ccc(Br)cc1 (stereo not given)
→ 3% | -1
> COc1ccc(C)cc1S(=O)(=O)n1cnc2ccccc21
→ ? | nt
> O=C(Nc1cccc(C(F)(F)F)c1)C1=CC=CN2CCS(=O)(=O)N=C12
→ ? | nt
> COC(=O)Cc1c(C)c2ccc(O)c(CNCc3ccc(OC)c(OC)c3)c2oc1=O
→ ? | nt
> Cc1cc(-c2ccccc2)nc(N(C)C)c1S(C)(=O)=O
→ ? | nt
> O=C(Nc1ccc2c(c1)OCCO2)c1ccc(Cl)c(S(=O)(=O)N2CCOCC2)c1
→ 9% | -23
> O=C(COC(=O)c1cnccn1)c1ccc(Br)cc1
→ ? | nt
> CS(=O)(=O)N(Cc1ccc(C(=O)Nc2ccccc2Sc2ccccc2)cc1)c1ccccc1
→ ? | nt
> Cc1nnc(NCCO)c2ccccc12
→ ? | nt
> O=S(=O)(c1cccc(-c2csc(-c3cccnc3)n2)c1)N1CCCCC1
→ ? | nt
> CCOc1ccc2cc(S(=O)(=O)N3CCOCC3)ccc2c1
→ ? | nt
> COc1ccc(OC)c(C2C(C(C)=O)=C(O)C(=O)N2c2ccc(F)cc2)c1 (stereo not given)
→ ? | nt
> O=C(CCS(=O)(=O)c1ccccc1)OCC(=O)N1CCN(S(=O)(=O)c2ccc(Cl)cc2)CC1
→ 2% | 5
> CCn1c(SCC(=O)N(C)C2CCCCC2)nc2cc(S(N)(=O)=O)ccc21
→ ? | nt
> COc1ccc(OCC(=O)Nc2ccc(NC(=O)c3cccs3)cc2)cc1
→ -19% | nt
> C[C@@H]1C(=O)O[C@@H]2CC34[C@H]5C[C@@H](C(C)(C)C)C36[C@H](OC(=O)[C@@H]6O)OC4(C(=O)O5)[C@@]12O (stereo not given in full)
→ -9% | 7
> Cc1ccc(C(=O)NCCCN2CCOCC2)o1
→ 1% | 14
> COc1cc2c(cc1OC)-c1nncn1C(C)(C)C2
→ -23% | nt
> Cc1noc(C)c1CSCC(=O)Nc1nnc(CC(C)C)s1
→ ? | nt
> CC(=O)C1=C(O)C(=O)N(c2cccc(C(=O)O)c2)C1c1ccccc1F (stereo not given)
→ 4% | 4
> CCC(=O)c1ccc(O)c(OC)c1
→ ? | nt
> COc1ccccc1N1CCN(C(=O)/C=C/c2ccco2)CC1
→ ? | nt
> CC12CN(NC(=O)c3ccc(Cl)cc3)C3(C#N)CC1CCC23C (stereo not given)
→ ? | nt
> Cc1ccc([N+](=O)[O-])c(OCCCNCC(C)O)c1 (stereo not given)
→ ? | nt
> Cc1ccc(S(=O)(=O)N2CCOCC2)cc1C(=O)NNC(=O)c1ccoc1C
→ ? | nt
> CCCCn1c(N)c(N(Cc2ccccc2OC)C(=O)c2cc(=O)[nH]c3ccccc23)c(=O)[nH]c1=O
→ ? | nt
> CN(C(=O)c1cccs1)c1ccc(OCC(=O)N2CCC(C(N)=O)CC2)cc1
→ 15% | 7
> COc1cccc(OCCOCCOc2ccc(C)cc2[N+](=O)[O-])c1
→ ? | nt
> COC(=O)C(O)(CC(=O)Nc1ccccc1OC)C(F)(F)F (stereo not given)
→ 4% | 13
> C/C(CCC12CC3CC(CC(C3)C1)C2)=N\NC(N)=S
→ ? | nt
> CC(C)(C)c1cc(C(=O)NCc2cccnc2)ccn1
→ -7% | -13
> COc1ccccc1NC(=S)N1CCC(NC(=O)NC23CC4CC(CC(C4)C2)C3)CC1
→ -6% | -10
> O=C(COc1ccc(S(=O)(=O)N2CCCC2)cc1)NCC1CCCO1 (stereo not given)
→ -2% | 6
> CC(=O)c1cc2c(cc1N/C(=N/S(=O)(=O)c1ccccc1)c1ccc(Cl)cc1)OCO2
→ ? | nt
> CCCCCCSc1cc(C)nc2ncnn12
→ -25% | -27
> Cc1ccc(NC(=O)Nc2ccnc(-c3cccnc3)n2)cc1
→ 11%[9.22 µM] | 1
> Cc1nc(C(=O)NNC(=O)Nc2ccccc2)cs1
→ ? | nt
> Cc1nonc1C1CCCN1C(=O)c1cc(COc2cccc(C(F)(F)F)c2)on1 (stereo not given)
→ ? | nt
> O=C(C(Cc1ccccc1)n1cccc1)N1CCc2ccccc21 (stereo not given)
→ i | nt
> O=C(N/C(=C\c1ccc(Br)cc1)c1nc2ccccc2[nH]1)c1ccco1
→ ? | nt
> COc1ccc(C2/C(=C(/O)c3ccc(Cl)cc3)C(=O)C(=O)N2CCN2CCOCC2)c(OC)c1 (stereo not given)
→ 20% | nt
> NC1=NC(=Nc2cccc(Cl)c2)c2ccccc21
→ ? | nt
> O=C(Nc1nccs1)c1ccc2c(c1)C(=O)N(Cc1cccnc1)C2=O
→ ? | nt
> Cc1nn(-c2ccccc2)c2c1C(c1cccs1)C(C#N)=C(N)O2 (stereo not given)
→ ? | nt
> CCCC1=[N+](CC)CCn2c(C)ccc21
→ ? | nt
> O=C(Nc1ccncc1)c1cccs1
→ 12% | -25

Retrieved by compound from above, two records:
Results follow in this order: Lipid storage S3 | Lipid storage S3 cell count max
> COc1ccccc1N1CCN(C(=O)/C=C/c2ccco2)CC1
→ ? | nt
> COc1cccc(OCCOCCOc2ccc(C)cc2[N+](=O)[O-])c1
→ ? | nt

Remaining list, next part:
Results follow in this order: Lipid storage S3 | Lipid storage S3 cell count max
> Cc1ccc(C(=O)NN2CCOCC2)cc1
→ -12% | 0
> Cc1ccc(-n2cccc2/C=C2\C(=N)N3N=C(C(C)C)SC3=NC2=O)cc1
→ ? | nt
> O=C(CCCn1c(=O)c2cccn2c2cccnc21)NCc1cccc(Br)c1
→ ? | nt
> O=C(N/N=C/c1cc(Br)ccc1O)c1cccc(N2CCCC2=O)c1
→ -2% | -14
> O=c1cc(N2CCCC2)[nH]c(=O)n1-c1ccc(Cl)cc1
→ -1% | 1
> COc1ccc(NC(=O)CN(C)C(=O)C2CC(=O)N(c3cccc4ccccc34)C2)cc1 (stereo not given)
→ ? | nt
> COc1ccccc1CNC(=O)[C@@H]1CCCN1S(=O)(=O)c1ccccc1F
→ ? | nt
> COc1ccc(C)cc1C1=CC(=O)C[C@H](c2ccc(F)cc2)C1
→ ? | nt
> COc1ccc(N(CC(=O)N/N=C/c2ccc3c(c2)OCO3)S(=O)(=O)c2ccc(NC(C)=O)cc2)cc1
→ 5% | 5
> NC(=O)c1cc2ccccc2o/c1=N\NC(=O)c1ccco1
→ ? | nt
> O=C(O)C(Oc1ccc2c3c(c(=O)oc2c1)CCC3)c1ccccc1 (stereo not given)
→ ? | nt
> CCN(CC(=O)Nc1ccc2c(c1)OCCO2)C(=O)c1ccc(S(=O)(=O)N(C)C)cc1
→ ? | nt
> O=C(/C=C\NCC(=O)c1ccccc1)c1ccccc1
→ -6% | 18
> O=C(Nc1ccc(Br)c(C(F)(F)F)c1)c1ccc(C(F)(F)F)cc1
→ ? | nt
> COc1ccc(CCNC(=O)CCNC(=O)c2ccco2)cc1
→ ? | nt
> CCN(CCCNC(=O)C1CCN(S(=O)(=O)c2cccc3nonc23)CC1)Cc1ccccc1
→ -2% | -4
> CCOc1cc2c(cc1/C=C(/C#N)c1ccc(C(=O)O)cc1)OCO2
→ 5% | -1
> CCCNC(=O)Cn1cc(S(=O)(=O)N2CCCC2)c(S(=O)(=O)N2CCCC2)c1
→ -6% | 16
> O=C(CNc1ccc(C(F)(F)F)cc1[N+](=O)[O-])OCC(=O)c1ccccc1
→ ? | nt
> Cc1cscc1NC(=O)/C=C/C(=O)O
→ 2% | 21
> CS(=O)(=O)N1CCC(C(=O)NCc2ccc3c(c2)OCO3)CC1
→ -1% | 10
> O=S(=O)(c1ccc(Cl)cc1)n1ccc2cccnc21
→ ? | nt
> Cc1ccc(C)c(NS(=O)(=O)c2ccc3[nH]c(=O)[nH]c3c2)c1
→ ? | nt
> Cc1cc(N)n(-c2ccc(Oc3ccccc3)c(S(=O)(=O)O)c2)n1
→ 7% | 27
> Cc1ccc(C(=O)N2CCN(C)CC2)cc1S(=O)(=O)N1CCCCC1
→ ? | nt
> O=C(O)CCC(=O)N(Cc1cccs1)Cc1cccs1
→ ? | nt
> O=C(NCC(=O)N(CC1CCCO1)C(C(=O)NC1CCCCC1)c1ccccc1)c1ccco1 (stereo not given)
→ -12% | 5
> CCN1CCN(Cc2ccc(OC)c(OCc3ccccc3)c2)CC1
→ ? | nt
> O=C(COC(=O)c1ccccn1)Nc1nc(-c2ccccc2)cs1
→ ? | nt
> Cc1nc(COc2cc3oc(=O)cc(C)c3cc2Cl)cs1
→ ? | nt
> CC(C)C(NC(=O)c1ccccc1)C(=O)OCc1cc([N+](=O)[O-])cc2c1OCOC2 (stereo not given)
→ ? | nt
> Cc1ccc2nc(C)c(C)nc2c1N
→ ? | nt
> COc1cc(/C=C/c2ccc(O)cc2)cc(OC)c1
→ ? | nt
> CSc1oc(-c2ccc(F)cc2)nc1S(=O)(=O)c1ccccc1
→ 6% | 3
> COc1ccccc1N1CCN(C(=O)c2cc(-c3cccs3)on2)CC1
→ 6% | 0
> O=C(NCc1cccnc1)C(=O)NCC(c1ccco1)N1CCN(c2ccccc2F)CC1 (stereo not given)
→ 17% | 17
> COC(=O)c1ccc(NC(=S)NC(=O)c2cc(-c3ccccc3)nc3ccccc23)cc1
→ ? | nt
> O=C(NOCc1ccccc1)c1ccccc1
→ 12% | 12
> CCOC(=O)C1CCN(Cc2c(O)c3ccccc3oc2=O)CC1
→ 0% | nt
> COc1nnc(-c2ccc(C)c(S(N)(=O)=O)c2)c2ccccc12
→ 3% | -1
> COc1ccc(-c2cc(C(=O)Nc3ccc4c(c3)OCO4)no2)cc1
→ 15% | nt
> CCN(CC)CCCN(C(=O)c1ccc(F)cc1)c1nc(-c2ccc(OC)cc2)cs1
→ -22% | 11
> COc1ccc(N2CCN(/C(=N\S(=O)(=O)c3ccc(C)cc3)Nc3nc(C)cc(C)n3)CC2)cc1
→ ? | nt
> COc1cc(C)ccc1OCCCCNCc1ccccc1
→ ? | nt
> NC(=O)C1CCN(C(=O)c2ccc3c(=O)n(Cc4ccco4)c(SCC(=O)c4ccccc4)nc3c2)CC1
→ 1% | -9
> COc1ccc(CN2CC(C(=O)NCCCN3CCCCCC3)CC2=O)cc1 (stereo not given)
→ -9% | 23
> CCn1c(N)c(C(N)=O)sc1=S
→ -9% | -4
> S=C(NCc1ccc(Cl)cc1)Nc1ccccc1
→ ? | nt
> CCC(=O)Nc1cc2c3c(c1)CCN3C(=O)CC2
→ ? | nt
> c1ccc(C(c2ccccc2)N2CCN(Cc3nc(-c4cnccn4)no3)CC2)cc1
→ 0% | -1
> Cc1c(NC(=S)N/N=C/c2ccc([N+](=O)[O-])cc2O)c(=O)n(-c2ccccc2)n1C
→ ? | nt
> COc1cccc(C(=O)NNC(=O)C(=O)Nc2ccc(OC)cc2OC)c1
→ ? | nt
> O=C(Nc1ccc(Cl)cc1)N1CCCN(Cc2ccccc2F)C1
→ ? | nt
> Cc1ccc(NP(=O)(Nc2ccc(C)cc2)Nc2ccc(C)cc2)cc1
→ ? | nt
> CCCCCNc1nc(-c2ccccc2)nc(-n2ccnc2)n1
→ 4% | 2
> COc1ccccc1CNc1nc2nc(C)c(Cl)c(=O)n2[nH]1
→ i | nt
> Cc1nc(Cc2nnc(SCC(=O)N3CCN(c4ccccc4)CC3)o2)cs1
→ ? | nt
> CCC(CC)NC(=O)CO/N=C/c1ccc(Cl)cc1Cl
→ ? | nt
> COc1ccccc1N1CCN(S(=O)(=O)CC23CCC(CC2=O)C3(C)C)CC1 (stereo not given)
→ ? | nt
> O=C(CSc1nnc(C2CC2)n1CC1CCCO1)Nc1ccccc1Cl (stereo not given)
→ i | -13
> Cc1ccc(CN2CC(C(=O)N3CC(C)CC(C)C3)CC2=O)cc1 (stereo not given)
→ 6% | 0
> Cc1nn(-c2ccc(C(=O)OC(C)C)cc2)c(C)c1[N+](=O)[O-]
→ 6% | -18

Some of these compounds in order of the Lipid storage S3 cell count max value, highest first.
smiles,Lipid storage S3 cell count max
CCN(CC)CCCN(C(=O)c1ccc(F)cc1)c1nc(-c2ccc(OC)cc2)cs1,11
CSc1oc(-c2ccc(F)cc2)nc1S(=O)(=O)c1ccccc1,3
Cc1ccc(CN2CC(C(=O)N3CC(C)CC(C)C3)CC2=O)cc1 (stereo not given),0
c1ccc(C(c2ccccc2)N2CCN(Cc3nc(-c4cnccn4)no3)CC2)cc1,-1
CCn1c(N)c(C(N)=O)sc1=S,-4
